KDM5B inhibitor: KDM5B demethylase inhibition. Potency, µM (top dose mostly 57.7 µM), without a hit: at the highest dose activity change, negative = inhibition, actives largely listed as inhibitors. hit rate 2.6% among 220,000. KDM5B demethylase, FDH-coupled NADH fluorescence (FDH is formaldehyde dehydrogenase); active = well fitted inhibition curve with a large enough effect; inconclusive = small, poorly fitted or top-dose-only effect; inactive = no such curve, though single readings can be large or run the other way; also: 0% is about no effect; nearly all actives have a fitted effect of over 70% in size
Target sequence (Q9UGL1 whole entry, looked up): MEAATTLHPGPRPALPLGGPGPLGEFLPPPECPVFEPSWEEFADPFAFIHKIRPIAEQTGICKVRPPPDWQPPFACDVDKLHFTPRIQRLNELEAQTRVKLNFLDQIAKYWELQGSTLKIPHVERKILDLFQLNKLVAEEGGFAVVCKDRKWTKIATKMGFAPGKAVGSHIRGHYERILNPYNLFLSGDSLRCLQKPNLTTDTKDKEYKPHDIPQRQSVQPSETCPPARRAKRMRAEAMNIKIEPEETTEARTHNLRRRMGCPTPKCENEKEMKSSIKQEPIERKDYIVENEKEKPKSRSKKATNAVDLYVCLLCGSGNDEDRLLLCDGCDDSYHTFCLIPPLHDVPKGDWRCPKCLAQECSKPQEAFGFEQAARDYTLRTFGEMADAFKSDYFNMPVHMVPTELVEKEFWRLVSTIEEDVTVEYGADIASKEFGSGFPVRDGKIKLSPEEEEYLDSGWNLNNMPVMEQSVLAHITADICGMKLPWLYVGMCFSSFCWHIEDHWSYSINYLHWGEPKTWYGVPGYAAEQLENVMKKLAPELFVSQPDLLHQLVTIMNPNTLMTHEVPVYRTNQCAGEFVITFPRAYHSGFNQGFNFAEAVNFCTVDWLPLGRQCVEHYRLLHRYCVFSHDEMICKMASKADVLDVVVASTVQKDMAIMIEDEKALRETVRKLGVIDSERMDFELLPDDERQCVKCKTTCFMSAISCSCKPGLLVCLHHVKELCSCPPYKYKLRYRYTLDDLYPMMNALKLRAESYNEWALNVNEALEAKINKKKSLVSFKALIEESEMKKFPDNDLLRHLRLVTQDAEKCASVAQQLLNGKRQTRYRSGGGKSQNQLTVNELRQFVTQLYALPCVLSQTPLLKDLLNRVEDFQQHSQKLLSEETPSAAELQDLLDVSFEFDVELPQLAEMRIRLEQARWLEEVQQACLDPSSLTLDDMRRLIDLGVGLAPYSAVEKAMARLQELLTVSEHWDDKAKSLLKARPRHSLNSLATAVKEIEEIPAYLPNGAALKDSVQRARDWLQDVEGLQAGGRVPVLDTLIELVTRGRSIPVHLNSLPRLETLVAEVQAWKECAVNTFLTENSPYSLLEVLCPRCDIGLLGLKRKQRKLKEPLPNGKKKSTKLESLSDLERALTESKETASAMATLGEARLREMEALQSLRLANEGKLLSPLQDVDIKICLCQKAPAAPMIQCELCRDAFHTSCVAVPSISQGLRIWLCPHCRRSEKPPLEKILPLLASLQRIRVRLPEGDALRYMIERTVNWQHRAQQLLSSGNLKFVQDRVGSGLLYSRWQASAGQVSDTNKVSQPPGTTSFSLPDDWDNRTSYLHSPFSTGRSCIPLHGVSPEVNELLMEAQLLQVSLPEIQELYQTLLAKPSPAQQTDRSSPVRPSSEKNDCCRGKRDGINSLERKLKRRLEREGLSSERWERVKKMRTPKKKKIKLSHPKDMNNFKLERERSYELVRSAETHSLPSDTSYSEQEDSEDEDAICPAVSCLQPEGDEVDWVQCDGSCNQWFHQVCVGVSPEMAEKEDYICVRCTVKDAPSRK
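Here, H3K4me3 peptide (12.5 µM in substrate mix) is demethylated by KDM5BΔAP, 200 nM final, after 10 min compound exposure. Formaldehyde product is coupled through FDH (0.25 U/mL in mix) to NADH fluorescence; 30-min ΔRFU feeds dose-response curves.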
Active calls of the source: *; u = inconclusive; [ ] = remark or other dose. Potency is read from the fitted curve at half-maximal effect. Only part of the results is shown; rates above refer to the full screens.

SMILES	KDM5B inhibitor
CCOC(=O)N1CCN(c2c(NCc3ccccc3Cl)c(=O)c2=O)CC1	23.3%
Cc1ccc2[nH]cc(C(C(=O)O)N3CCCN(c4ccc(C(F)(F)F)cn4)CC3)c2c1 (stereo unspecified)	-24.3%
COC(=O)C(C)Oc1ccc2cc(-c3ccc(OC)c(OC)c3)c(=O)oc2c1 (stereo unspecified)	105.4%[activator]
CCOc1ccc(NC(=O)CSc2nc3ccsc3c(=O)n2CCC(C)C)cc1	2.9%
Cc1ccc(S(=O)(=O)N(C(=N)N)c2nc(N(C)C)nc(N(C)C)n2)cc1	21.7%
O=C(NCc1ccc(F)cc1)c1ccc(NC(=O)C2CCCO2)cc1 (stereo unspecified)	6.6%
Cc1[nH]cnc1CSCCn1ccnc1-c1nccn1C	-21.5%
COC(CN(C)C(=O)c1ccc2c(c1)NC(=O)c1ccccc1S2)OC	-13.5%
O=C(Cc1cccs1)N/N=C/C=C/c1ccccc1[N+](=O)[O-]	25.4%
Cc1ccc(C(=O)NCC(F)(F)F)cc1N	-19.4%
Cc1nn2c(=O)cc(COC(=O)c3ccccc3NC(=O)C3CCCCC3)nc2s1	5.7%
CCN(CC)C(=O)/C=C/c1cccs1	-4.6%
O=C(c1noc(-c2ccc(F)cc2)n1)N1CCN(c2ccccc2)CC1	u
COc1ccc(C2Cn3cnc(C(=O)N4CCC(C(=O)NC5CCCCC5)CC4)c3CO2)cc1 (stereo unspecified)	-10.5%
O=C(CSc1nc2nc[nH]c2c(=O)[nH]1)Nc1ccc(Br)cc1	-6.0%
Cc1nc(C)n(CCNS(=O)(=O)c2ccccc2)n1	19.3%
O=c1c2ccccc2c(-c2ccccc2)nn1-c1ccccc1	12.5%
O=C(c1cn(CCc2ccccc2)nn1)N1CCC(OCc2ccccn2)CC1	u
CC(=O)NCC(=O)N1CCCC(C(=O)Nc2cccc(-c3ccc(F)cc3)c2)C1 (stereo unspecified)	-3.5%
COC(=O)C1(NC(=O)COc2cc(Cl)ccc2Cl)CCCCCC1	-5.6%
O=C(Nc1oc2ccccc2c(=O)c1-c1ccc2c(c1)OCO2)c1ccccc1	11.4%
Cc1nc2c(c(N3CCCC(COc4cccc(F)c4)C3)n1)CCNCC2 (stereo unspecified)	-12.7%
CC(C)CNC(=O)C(=O)NC1CC(C)(C)NC(C)(C)C1	28.6%
CC1=C(C(=O)NCc2ccc(C)cc2)C2(CCCCC2)OC1=O	-13.1%
CCn1cnc2c1c(=O)n(CC(=O)OC)c(=O)n2Cc1ccccc1	13.4%
SMILES	KDM5B inhibitor
CC(C)CCN1CCC2(COc3ccccc3C(=O)N2)C1 (stereo unspecified)	u
CCOC(=O)C1CCN(C(=O)c2c(C)nn(-c3ccc(F)cc3)c2-n2cccc2)CC1	u
Cc1ccc(CN2CCSc3ccc(C(=O)N4CCN(c5ccc(Cl)cc5)CC4)cc32)cc1	u
Cc1ccc(C(=O)Nc2ccc3[nH]c(=O)c(=O)[nH]c3c2)cc1	14.2%
Cc1ccc(/C=C/C(=O)O)cc1	-6.0%
O=Cc1ccc(-c2ccc(F)cc2)cc1	89.1µM*
Cn1nc(C(=O)N2CCOCC2)cc1C(=O)Nc1cc(Cl)cc(Cl)c1	24.5%
COc1cccc(-n2c(=O)c3c(C)c(C)sc3n(Cc3ccccc3C#N)c2=O)c1	-5.6%
Cc1cc(NC(=O)N2CCC(CN3CCCCCC3)CC2)ccc1Br	u
CCc1nc(-c2c3n(c(=O)n(CC(=O)Nc4c(C)cccc4C)c2=O)CCCCC3)no1	18.3%
C=CCN(CC=C)c1ccc(N2C(=O)C3CCCCC3C2=O)cc1[N+](=O)[O-] (stereo unspecified)	18.2%
O=C(CNc1nc(-c2ccccc2)nc2ccccc12)N1CCCC1	8.9%
Cc1ccc(S(=O)(=O)N2CCCN(c3nnnn3-c3ccccc3)CC2)cc1	-5.3%
O=S(=O)(Nc1nc2ccccc2nc1NCCc1ccccc1)c1ccc(F)cc1	u
CCCCC(CC)CNC(=O)CN(C)S(=O)(=O)c1ccc2c(c1)c(=O)n(C)c(=O)n2C (stereo unspecified)	7.8%
COc1ccc(-n2c(=O)c3ccccc3n(Cc3ccccc3C)c2=O)c(OC)c1	u
CSc1cccc(NC(=O)Cn2ccn3nc4c(c3c2=O)CCCC4)c1	1.9%
O=C(COC(=O)c1c[nH]c2ccccc12)Nc1ccccc1	1.3%
O=C(c1ccc(Cl)cc1)N1CCC2(CC1)C(=O)NCN2c1ccccc1	1.4%[115 µM]
O=C(Nc1ccc2nc(SCC(=O)N3CCCC3)sc2c1)c1ccccc1F	-13.2%
CCn1nccc1C(=O)N1CCCC(c2nnc(CN3CCCC3)n2C)C1 (stereo unspecified)	-10.6%
CC(=O)N1CCCC2(C1)CN(C)c1ccc(C(=O)NC3CC3)cc12 (stereo unspecified)	25.1µM*
O=C(Cc1ccc(Oc2ccccc2)cc1)N1CC(COc2ccccc2)C2(C1)CN(C(=O)c1cn[nH]c1)C2 (stereo unspecified)	-18.2%
CCCCCNC(=O)c1c[nH]c2ccc(S(=O)(=O)N3CCC(C)CC3)cc2c1=O	-37.6%
Cc1ccc(NC(=O)CN2C(=O)C(c3ccc(C)cc3)=NC23CCCCCC3)cc1	-32.7%
SMILES	KDM5B inhibitor
Cc1nn(C(=O)c2cccc(F)c2)c(C)c1S(=O)(=O)N1CCOCC1	0.5%
Cc1nn(S(=O)(=O)c2ccc(F)cc2)c(C)c1S(=O)(=O)N1CCCCCC1	-1.7%
O=C(NCCc1ccc(Cl)cc1)C(=O)NCC(c1ccc2c(c1)OCO2)N1CCOCC1 (stereo unspecified)	-6.9%
Cc1ccc(-c2cnoc2NC(=O)CSc2nc3c(c(=O)[nH]2)CCC3)cc1	6.6%
COc1ccccc1-c1ccnc(N[C@H]2CO[C@H]3[C@@H]2OC[C@@H]3NS(=O)(=O)c2ccc3ccccc3c2)n1	u
CCOc1ccc(-c2noc(-c3nnn(-c4cc(C)ccc4C)c3N)n2)cc1	13.6%
Cn1cncc1C(=O)N1CCC2(CC1)CNC(C(=O)O)C2 (stereo unspecified)	-13.6%
CCCCn1c(N)c(N(CCC)C(=O)c2cccnc2SC)c(=O)[nH]c1=O	-9.0%
CC(C)Cc1noc(CN2CCC(c3nc4cc(Cl)ccc4o3)CC2)n1	14.0%
COc1cccc(C(=O)Nc2ccc3oc(=O)ccc3c2)c1	u
Cc1ccc(CN2C(=O)COC[C@H]2C(=O)Nc2ccc(C)c(F)c2)cc1	5.1%
COc1cc(CN2CCN(c3noc(C(C)C)n3)CC2CCO)cc(OC)c1 (stereo unspecified)	u
O=C(COCc1nc2ccccc2c(=O)[nH]1)Nc1nc(-c2ccc3c(c2)CCC3)cs1	-4.1%
Cn1c(Br)nc2c1c(=O)n(Cc1ccccc1Cl)c(=O)n2C	8.8%
Cc1nc(NC(=O)C(C)Sc2nnc(-c3cccc(F)c3)n2C)sc1C (stereo unspecified)	6.2%
CC1Oc2ccccc2N(CC(=O)NC2CCCCC2)C1=O (stereo unspecified)	1.2%
CNC(=O)[C@@H]1CN(Cc2cnn(C)c2)C[C@H]1COC	21.8%
CC(C)Cc1nc(CN(C)C(=O)c2cccc(CCC(C)(C)O)c2)no1	-20.8%
CCOc1ccc(OCC(=O)NCCS(=O)(=O)N2CCN(c3ccccc3F)CC2)cc1	-27.6%
COc1ccc(-c2cn3nc(SCC(=O)Nc4cc(C)cc(C)c4)ccc3n2)cc1	u
COCC1CN(C(C)=O)CC12CCN(S(=O)(=O)c1cccc(OC)c1)CC2 (stereo unspecified)	-26.1%
C=CCn1c(SCc2ccccc2Cl)nc2c1c(=O)n(C)c(=O)n2C	-11.7%
CNC(=S)N/N=C/c1ccc(F)cc1F	-14.2%
CCN(CC)C(CNS(=O)(=O)c1ccc(C)cc1)c1ccsc1 (stereo unspecified)	5.4%
CCN1C(=O)C2CC3(CCN(Cc4ccc(F)c(F)c4)CC3)CN2C1=O (stereo unspecified)	-16.6%
SMILES	KDM5B inhibitor
O=C(Nc1ccccc1Cl)c1nn(Cc2ccccc2)c(=O)c2ccccc12	2.3%
O=C1NCCCN1C1CCN(Cc2cccc(OC(F)(F)F)c2)CC1	8.2%[86.2 µM]
O=C(NCCn1ccn2nc(-c3ccc(F)cc3)cc2c1=O)c1ccoc1	u
CCN(CC)S(=O)(=O)c1ccc(NC(=O)CN(c2ccccc2)S(C)(=O)=O)cc1	-29.9%
CCN(CC)C(=O)N1CCCC(Cc2nncn2C(C)C)C1 (stereo unspecified)	8.0%
O=C(O)C[C@@H]1CCN(C(=O)C2CCC2)C[C@@H]1CCN1CCN(c2ccc(F)cc2)CC1	-31.9%[86.2 µM]
CCN(Cc1nc2cc(Cl)ccc2c(=O)[nH]1)C(=O)c1cc(Cl)c(OCC(N)=O)c(OC)c1	-2.2%
COc1ccc(NC(=O)Cc2c(C)c3c(OC)cc(C)cc3oc2=O)c(OC)c1	u
Cc1ccc(CN(Cc2ccco2)c2cnc(S(C)(=O)=O)nc2C(=O)Nc2ccccc2Br)o1	u
CN1CCc2c([nH]c3ccccc23)C12CCN(C(=O)c1nccc3ccccc13)CC2	1.4%
O=C(CSc1nnc(-c2ccncc2)n1-c1ccc(Cl)cc1)c1c[nH]c(C(=O)N2CCCC2)c1	19.2%
COCCC(=O)N1CCCCCNC(=O)[C@@H]2CCCC[C@@H]21	-19.5%
COc1cccc(Cn2nnc3c(=O)[nH]c(C4CCN(C(=O)c5ccccc5Cl)CC4)nc32)c1	9.4%
CN1CCCCC(CC(=O)NCc2cccc(Cl)c2)C1=O (stereo unspecified)	-2.3%
COc1ccc(-c2nc3c(c(=O)[nH]2)CCN(C(=O)COc2ccccc2C)C3)cc1	25.1µM*
Cc1cc2cccc(C(=O)N3CCn4nc(C(O)C5CC5)cc4C3)c2o1 (stereo unspecified)	8.1%
COc1ccc(OC)c(-n2c(=O)[nH]c3cc(C(=O)NCCc4ccc(OC)c(OC)c4)ccc3c2=O)c1	12.3%
COc1ccc(N2C(=O)CSC23C(=O)N(CC(=O)Nc2ccccc2F)c2ccccc23)cc1 (stereo unspecified)	u
O=C(O)CCCC(=O)Nc1ccc(Oc2cccc(C(F)(F)F)c2)nc1	24.7%
O=C(CC1C(=O)NCCN1Cc1c(F)cccc1Cl)NC1CCCCCC1 (stereo unspecified)	-1.2%
N#Cc1ccc(CN2CCCC3(CC(c4cccnc4)=NO3)C2)cc1 (stereo unspecified)	20.1%[149 µM]
O=C(O)C12CC3CC(CC(Br)(C3)C1)C2	-7.1%
Cc1nc(S/C(=C/c2ccc(-c3cc(Cl)ccc3C)o2)C(=O)O)n[nH]1	u
CCn1cc(C(=O)N2CCN(c3ccccc3F)CC2)c(=O)c2cc(S(=O)(=O)N(C)C)ccc21	-22.9%
CCOc1ccc(CNC(=O)c2ccc3oc(=O)n(Cc4ccccc4)c3c2)cc1	19.5%

Single entries from the results shown.
In KDM5B inhibitor, `CCCCC(CC)CNC(=O)CN(C)S(=O)(=O)c1ccc2c(c1)c(=O)n(C)c(=O)n2C` (stereo unspecified) is entered as 7.8%
In KDM5B inhibitor, `O=C(COC(=O)c1c[nH]c2ccccc12)Nc1ccccc1` is entered as 1.3%

New compounds follow
SMILES	KDM5B inhibitor
O=C(NC1CCc2nn(CC3CC3)c(=O)n2CC1)c1cc2ccccc2[nH]1 (stereo unspecified)	u
CCOc1ccccc1NC(=O)Cn1ccn2nc(-c3ccccc3)c(CO)c2c1=O	-2.0%
COc1ccc(OC2CN(CCC(C)C)C2)cc1	6.5%[230 µM]
Cc1cccc(C(C)C)c1NC(=O)C1CCCC1	26.2%
CC(C)(C)c1cc(CSc2nc3ccccc3s2)cc(C(C)(C)C)c1O	11.1%
Cc1cc(=O)oc2c1ccc1oc(/C(=N/O)c3ccccc3)c(-c3ccccc3)c12	u
COc1ccc(C(=O)NNC(=O)COCC(=O)Nc2ccc(C#N)cc2)cc1	2.6%
O=C(NC1CCCN(c2cc(-c3ccccc3)[nH]n2)C1)c1ccncc1 (stereo unspecified)	9.6%
Cc1ccc(-c2c(C(=O)NCc3ccccc3)oc(=O)c3ccccc23)cc1	3.2%
Cc1ccc(CSc2nc3ccsc3c(=O)n2CCC(C)C)cc1	-11.4%
O=C(Nc1cccc2c1CCCC2)c1cc(Cl)nc(Cl)c1	2.1%
O=C(COc1ccccc1F)Nc1ccc2nc(SCCOc3ccccc3)sc2c1	u
Cc1cnc(C2CC2)n1CCNC(=O)Cn1c(=O)oc2cc(Cl)ccc21	50.5%[activator]
CCN(CC(=O)N1c2ccccc2OCC1c1ccccc1)Cc1nc2cc(Cl)ccc2c(=O)[nH]1 (stereo unspecified)	9.6%
C[S+](=O)([O-])N1CC2(CCCN(Cc3ccc(Cl)cc3)C2)Cc2ccccc21 (stereo unspecified)	-10.3%[115 µM]
O=C(Nc1ccccc1)c1ncoc1-c1ccc(Cl)cc1	u
COC(=O)C1=C(C)N(C(C)C)C(=O)C1(NC(=O)c1ccccc1OC)C(F)(F)F (stereo unspecified)	12.6%[11.5 µM]
N#CCc1ccc(NC(=O)CCSc2ccc(Cl)cc2)cc1	-20.4%

A different layout for part of the listing above:
> CCN(CC(=O)N1c2ccccc2OCC1c1ccccc1)Cc1nc2cc(Cl)ccc2c(=O)[nH]1 (stereo unspecified)
  KDM5B inhibitor = 9.6%
> C[S+](=O)([O-])N1CC2(CCCN(Cc3ccc(Cl)cc3)C2)Cc2ccccc21 (stereo unspecified)
  KDM5B inhibitor = -10.3%[115 µM]
> O=C(Nc1ccccc1)c1ncoc1-c1ccc(Cl)cc1
  KDM5B inhibitor = u
> COC(=O)C1=C(C)N(C(C)C)C(=O)C1(NC(=O)c1ccccc1OC)C(F)(F)F (stereo unspecified)
  KDM5B inhibitor = 12.6%[11.5 µM]

Source: PubChem (National Center for Advancing Translational Sciences (NCATS))
